# Compound activity as filed in PubChem BioAssay.
# UBC13 inh: blocks human UBC13 polyubiquitin chain formation; P61088; TR-FRET; inhibition, % at 20 µM; actives 0.47% (n = 330,000); AID 485273; in the data active = inhibition above about 45%, passing the limit was not always enough
# CCR6 antagonist: CCR6 (human) receptor antagonism; inhibition, % at 20 µM; AID 493098; P51684; CHO-K1 CCR6 PathHunter beta-arrestin, luminescence, CCL20-stimulated; actives 0.49% (n = 340,000);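 active = compounds whose inhibition of the agonist-driven luminescence signal at 20 µM reaches about 50%, limit read from the data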;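 note: cells stimulated with CCL20 at 14 nM final; plate controls were DMSO with CCL20 for no effect and DMSO without agonist for full effect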
# Gli-Sufu block: antagonists of Gli-Sufu signaling. AID 588413. Sufu-KO-LIGHT fibroblasts, Gli luciferase reporter luminescence. actives 0.74% (n = 340,000). inhibition, % at 5 µM;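 active = inhibition above about 55%, limit read from the data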;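 note: 0% = DMSO-treated cells and 100% = wells with medium but no cells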
# SENP8 inh: blocks the human protease SENP8 | Q96LD8 | purified SENP8, Z-RLRGG-aminoluciferin cleavage, luminescence | inhibition, % at 10 µM | actives 1.2% (n = 330,000) | AID 2540
# 697 NFkB inh: lowers PMA/ionomycin-induced NF-kB signal in 697 B cells | inhibition, % at 4 µM | actives 0.33% (n = 330,000) | 697 B-cell NF-kB luciferase reporter, 16 h; in the data active = inhibition above about 35%
# Jurkat NFkB inh: lowers PMA/ionomycin-induced NF-kB signal in Jurkat cells | PMA/ionomycin-induced NF-kB luciferase reporter, luminescence | inhibition, % at 4 µM | actives 0.53% (n = 330,000) | AID 435003
# Apaf-1 inh: inhibitors of human Apaf-1 apoptosome; reconstituted apoptosome caspase-3 activity, DEVD-Rh110 fluorescence; inhibition, % at 20 µM; actives 0.71% (n = 330,000); AID 489030; active = inhibition of at least 40% at 20 µM;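 note: plate controls were DMSO wells for no effect and DEVD-CHO caspase inhibitor wells for full effect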
# Target sequence (O14727 whole entry, looked up): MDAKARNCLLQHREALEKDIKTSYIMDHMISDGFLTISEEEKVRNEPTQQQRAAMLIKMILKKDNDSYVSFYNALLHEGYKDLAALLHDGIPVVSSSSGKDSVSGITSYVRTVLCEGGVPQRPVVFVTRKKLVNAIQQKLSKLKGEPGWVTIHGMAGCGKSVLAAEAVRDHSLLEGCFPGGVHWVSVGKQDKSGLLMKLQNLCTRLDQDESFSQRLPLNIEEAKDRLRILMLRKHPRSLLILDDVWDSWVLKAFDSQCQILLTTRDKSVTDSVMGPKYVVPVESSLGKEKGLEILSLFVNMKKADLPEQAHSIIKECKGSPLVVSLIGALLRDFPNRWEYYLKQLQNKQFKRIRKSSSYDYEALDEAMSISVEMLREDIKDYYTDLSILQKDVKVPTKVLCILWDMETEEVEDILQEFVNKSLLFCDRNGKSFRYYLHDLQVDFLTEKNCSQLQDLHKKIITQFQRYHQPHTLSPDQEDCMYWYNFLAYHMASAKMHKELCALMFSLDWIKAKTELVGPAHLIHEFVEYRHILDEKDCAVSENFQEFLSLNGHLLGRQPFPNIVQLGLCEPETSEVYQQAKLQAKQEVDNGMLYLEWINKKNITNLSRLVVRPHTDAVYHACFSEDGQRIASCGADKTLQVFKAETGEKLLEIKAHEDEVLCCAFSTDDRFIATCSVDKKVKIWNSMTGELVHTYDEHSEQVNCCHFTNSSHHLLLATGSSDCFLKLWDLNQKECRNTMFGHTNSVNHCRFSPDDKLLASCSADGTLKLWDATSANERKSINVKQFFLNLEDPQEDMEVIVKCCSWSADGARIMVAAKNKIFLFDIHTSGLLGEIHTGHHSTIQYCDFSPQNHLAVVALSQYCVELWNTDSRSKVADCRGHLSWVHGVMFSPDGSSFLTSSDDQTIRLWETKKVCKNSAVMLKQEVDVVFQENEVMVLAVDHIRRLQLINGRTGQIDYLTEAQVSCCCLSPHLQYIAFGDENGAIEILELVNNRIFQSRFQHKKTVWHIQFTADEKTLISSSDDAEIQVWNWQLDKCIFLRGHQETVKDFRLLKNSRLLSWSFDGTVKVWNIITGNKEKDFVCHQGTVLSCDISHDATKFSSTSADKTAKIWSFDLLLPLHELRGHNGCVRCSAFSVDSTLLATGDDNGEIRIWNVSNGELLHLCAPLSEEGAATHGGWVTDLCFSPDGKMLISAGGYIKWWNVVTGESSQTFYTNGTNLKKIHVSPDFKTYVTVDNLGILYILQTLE
#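 Assay system – apoptosome proteins · Medium – Hepes buffer, pH 7.5 · Also added – cytochrome c with DEVD-Rh110 · Timing – 30 min compound preincubation, 50 min activation, room temperature · Detection – Rh110 fluorescence, excitation 480 nm, emission 540 nm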
# EBI2 block: EBI2 (human) antagonism; actives 0.81% (n = 360,000); AID 651636; P32249; EBI2 beta-arrestin recruitment, luminescence, 7a,25-OHC stimulated; inhibition, % at 5 µM; in the data active = inhibition above about 38%;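 note: enzyme fragment complementation signal reports receptor beta-arrestin coupling in cells; 0% = agonist plus DMSO wells and 100% = wells without agonist; some results beyond the cut were filed as inactive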
# Starred values were filed as active, the others as inactive; nt = no result given. Cut-off read from the data, not from the text of the source, unless noted: active = inhibition above about 50%; inactive = the rest.
# Sample of the layout:
No.	Structure	UBC13 inh	CCR6 antagonist	Gli-Sufu block	SENP8 inh	697 NFkB inh	Jurkat NFkB inh	Apaf-1 inh	EBI2 block
1	Cc1ccc(NC(=O)CN2CCCCC2)c2c1CC(C)(C)O2	6	13	-6	0	1	10	2	-3
2	CCOc1cnc(C(=O)NNC(=O)C(Br)C(C)C)o1 (centres undefined)	0	4	-8	3	12	7	-18	-8
3	CCCCn1c(N)c(N(CCOC)C(=O)c2cc(-c3ccco3)nc3ccccc23)c(=O)[nH]c1=O	-8	12	-9	-13	-29	3	12	-10

# The list itself, repeating the preview:
No.	Structure	UBC13 inh	CCR6 antagonist	Gli-Sufu block	SENP8 inh	697 NFkB inh	Jurkat NFkB inh	Apaf-1 inh	EBI2 block
1	Cc1ccc(NC(=O)CN2CCCCC2)c2c1CC(C)(C)O2	6	13	-6	0	1	10	2	-3
2	CCOc1cnc(C(=O)NNC(=O)C(Br)C(C)C)o1 (centres undefined)	0	4	-8	3	12	7	-18	-8
3	CCCCn1c(N)c(N(CCOC)C(=O)c2cc(-c3ccco3)nc3ccccc23)c(=O)[nH]c1=O	-8	12	-9	-13	-29	3	12	-10
4	COc1ccccc1OCC(=O)N1CCN(S(=O)(=O)c2ccc(Cl)cc2)CC1	3	3	-1	7	7	2	16	15
5	CCOC(=O)/C(C#N)=C/Nc1cc(OC)ccc1OC	8	-12	-3	6	-9	14	4	-8
6	CCCNC(=O)c1noc2c1CCc1ccccc1-2	0	13	-40	-11	-46	-47	9	1
7	CCC(NC(=S)NC1CCCCC1)c1ccc(C)cc1 (centres undefined)	4	nt	nt	-12	-19	4	18	2
8	COc1cccc(NS(=O)(=O)c2c(C)n(C)c(=O)n(C)c2=O)c1	-4	6	-1	4	-7	5	0	-13
9	O=C(c1cc(S(=O)(=O)N2CCOCC2)ccc1F)N1CCCc2ccccc21	-3	-16	-14	-8	-8	-14	5	-1
10	CCOc1ccc(CN(C)C(=O)c2ccc(NC(=O)CC3SC(N4CCCC4)=NC3=O)cc2)cc1 (centres undefined)	-7	-4	-7	-2	-22	8	7	29
11	CC(C)(C)c1ccc(NC(=O)N2CCCN(c3ccc([N+](=O)[O-])cn3)CC2)cc1	-2	12	1	-9	-6	8	4	1
12	CSc1ncc2c(=O)[nH]c(-c3ccccc3)nc2n1	3	-9	21	-1	12	7	1	-17
13	COc1ccc(C(=O)CCNc2cccc(Cl)c2)cc1	0	-10	-45	-4	-42	-58	4	19
14	O=C(NNC(=O)c1ccc(Cl)cc1Cl)c1ccncc1	-4	18	-7	-3	-39	8	-5	-13
15	COc1cc(NC(=O)c2onc(C)c2Cl)c(OC)cc1Cl	3	4	-9	8	23	10	-3	-3
16	CCOc1ccc(S(=O)(=O)NCCC(=O)NCc2ccc(OC)c(OC)c2)cc1	3	6	-3	-4	24	2	1	-5
17	COC(=O)c1ccsc1NC(=O)CSc1nnnn1-c1ccccc1SC	14	8	16	0	8	2	-11	17
18	CC(Sc1ccc(Cl)cc1)C(=O)Nc1ccc(S(=O)(=O)N2CCOCC2)cc1 (centres undefined)	1	7	-4	5	2	13	14	-3
19	CC(C)N(C(=O)CSc1n[nH]c(=O)n1CCc1ccccc1)C(C)C	-5	6	-21	8	1	-7	6	1
20	Cc1ccc(N(C(=O)c2snc(C(N)=O)c2N)C(C(=O)NCC2CCCO2)c2c[nH]c3ccccc23)cc1 (centres undefined)	75*	-2	-2	0	2	12	14	4
21	CCOc1ccc(OCC)c(NC(=O)CN(C)S(=O)(=O)c2cccc3nsnc23)c1	-6	12	-5	-7	-15	-16	15	15
22	O=C(Nc1nc2c(Cl)ccc(Cl)c2s1)c1ccco1	12	-3	22	11	-16	12	-4	-8
23	Cc1ccc(C)c(N(C(=O)Cn2nnc3ccccc32)C(C(=O)NC(C)(C)C)c2ccsc2)c1 (centres undefined)	-2	2	2	5	-36	-15	5	-13
24	CCN(CC)C(=N)/C(C#N)=N/Nc1ccccc1	1	12	-21	-2	-6	-34	-5	10
25	COC(=O)c1cccc(NC(=O)C2CCCN2C(=O)c2cccs2)c1 (centres undefined)	0	-5	-6	-5	-11	-1	-3	1
26	COc1cc(/C=N/O)c(Br)cc1OCC(=O)Nc1ccccc1C	2	-2	-11	-5	11	-11	7	2
27	CCOC(=O)c1sc(NC(=O)CSc2nc3c(cc2C#N)CCCCCC3)c(C#N)c1C	-4	3	30	-1	-49	3	16	17
28	COc1cc(SC)ccc1C(=O)NCCOc1c(C)cc(C)cc1C	7	8	5	-1	-1	6	3	11
29	CCCOC(=O)c1cccc(NC(=O)c2cccnc2)c1	-3	9	4	-6	-17	-11	6	-3
30	COc1ccc(NC(=O)CCS(=O)(=O)c2ccc3c(c2)oc(=O)n3C)cc1	5	-9	-4	8	8	14	-3	-1
31	Cc1cc(S(=O)(=O)N2CCOCC2)ccc1OCC(=O)NCc1ccccn1	4	5	-20	-6	-1	13	2	-4
32	COc1ccccc1CNC(=O)C1CCN(S(=O)(=O)c2ccc3c(c2)NC(=O)CO3)CC1	3	0	4	6	-1	9	5	2
33	O=C(c1ccc(-c2ccccc2Cl)o1)N1CCCC(C(F)(F)F)C1 (centres undefined)	16	12	-33	0	-40	-37	41*	11
34	CC(=O)Oc1ccc(-c2cccc(C(=O)O)c2)cc1	0	3	-2	13	-19	4	-17	0
35	Cc1cccc(C(=O)OC(C)C(=O)N2CCN(Cc3ccccc3)CC2)c1 (centres undefined)	2	8	-2	6	6	1	5	4
36	CCOC(=O)c1sc2nc(C)[nH]c(=O)c2c1C	6	8	6	1	6	-13	-6	8
37	CCn1c(SCC(=O)Nc2ccccc2Cl)nnc1C1CC1	3	-2	-5	-4	1	14	3	-2
38	O=C(Nc1nnc(S(=O)(=O)N2CCOCC2)s1)c1ccc(Cl)cc1	-9	18	2	2	8	-4	1	-5
39	Cc1cc(C(=O)NN=C2CCCCCC2)c(C)o1	-9	-8	5	-10	-26	-6	-9	3
40	COc1ccc(C(=O)c2sc(Nc3ccccc3)nc2C)cc1	2	15	-6	8	-14	-9	12	29
41	Cc1cc(C)c(OCCCCCn2ccnc2)c(C)c1	1	18	6	-6	-47	-33	-29	-4
42	COCc1ccc(-c2c(-c3ccsc3)oc(=O)c3cc(OC)c(OC)cc23)cc1	5	20	-14	-15	-51	-1	19	5
43	CC[C@@]1(C(=O)OC)N[C@H](CN(C)S(=O)(=O)c2ccc(C(F)(F)F)cc2)[C@@H]2C(=O)N(C)C(=O)[C@@H]21	-2	4	-5	9	5	-8	-6	-6
44	Cc1ccc(Sc2ncccc2NC(=O)c2ccccc2Cl)cc1	-8	15	-1	3	-2	-4	6	26
45	Cc1ccc([C@@H]2CC=C(C(=O)O)[C@H](c3cccc(Cl)c3)N2S(=O)(=O)c2ccc(C)cc2)cc1	-19	6	-3	6	2	7	22	-5
46	COc1ccc(NC(=S)NCCN2CCC(C)CC2)cc1Cl	10	15	4	1	1	23	-2	8
47	Cn1cncc1COC(=O)c1ccc(Cl)cc1	-2	2	40	0	4	-9	1	6
48	COc1ccc(OC)c(NC(=O)c2cccc(N3C(=O)C4C5C=CC(C6CC56)C4C3=O)c2)c1 (centres undefined)	4	10	52	5	-9	8	8	18
49	C=CCSc1nnc(-c2cc3c(s2)-c2ccccc2CC3)o1	24	8	-9	-11	-9	-40	19	17
50	CCOc1cccc(C2C(C(=O)c3ccc(C)o3)=C(O)C(=O)N2c2nccs2)c1 (centres undefined)	-25	12	7	-5	-8	-8	12	6
51	CCN(C(=O)CSc1nnc(-c2cccs2)n1N)c1c(N)n(Cc2ccccc2)c(=O)[nH]c1=O	14	4	-11	-10	7	-6	10	-16
52	COC(=O)c1[nH]c2ccccc2c1NC(=O)CN1CCN(c2cccc(OC)c2)C(C)C1 (centres undefined)	-6	11	12	-4	-52	19	12	12
53	CCCCC(C(=O)NCCC(C)C)N(CCCN1CCOCC1)C(=O)c1snc(C(N)=O)c1N (centres undefined)	2	-1	-2	-9	15	-5	-5	-9
54	Cc1ccc(S(=O)(=O)C2(C(=O)N3CCN(c4cc(C)ccc4C)CC3)CC2)cc1	-6	22	0	-10	12	8	-2	1
55	CC/C=C/C(=O)N1CC2(CC(c3cccc(NC(=O)CC)c3)=NO2)C[C@H]1C(N)=O (some centres undefined)	-8	3	-8	0	12	11	-2	1
56	C=CCC[C@@H](Cc1ccc(F)cc1)C(=O)OC[C@H](Cc1c[nH]c2ccccc12)NC(=O)[C@@H](CC=C)CC(=O)N(CCO)Cc1ccccc1	-20	9	0	-5	0	-2	21	16

# Compounds shown so far with an aryl thioether with sulfur outside any ring:
No.	Structure	UBC13 inh	CCR6 antagonist	Gli-Sufu block	SENP8 inh	697 NFkB inh	Jurkat NFkB inh	Apaf-1 inh	EBI2 block
12	CSc1ncc2c(=O)[nH]c(-c3ccccc3)nc2n1	3	-9	21	-1	12	7	1	-17
17	COC(=O)c1ccsc1NC(=O)CSc1nnnn1-c1ccccc1SC	14	8	16	0	8	2	-11	17
18	CC(Sc1ccc(Cl)cc1)C(=O)Nc1ccc(S(=O)(=O)N2CCOCC2)cc1 (centres undefined)	1	7	-4	5	2	13	14	-3
19	CC(C)N(C(=O)CSc1n[nH]c(=O)n1CCc1ccccc1)C(C)C	-5	6	-21	8	1	-7	6	1
27	CCOC(=O)c1sc(NC(=O)CSc2nc3c(cc2C#N)CCCCCC3)c(C#N)c1C	-4	3	30	-1	-49	3	16	17
28	COc1cc(SC)ccc1C(=O)NCCOc1c(C)cc(C)cc1C	7	8	5	-1	-1	6	3	11
37	CCn1c(SCC(=O)Nc2ccccc2Cl)nnc1C1CC1	3	-2	-5	-4	1	14	3	-2
44	Cc1ccc(Sc2ncccc2NC(=O)c2ccccc2Cl)cc1	-8	15	-1	3	-2	-4	6	26
49	C=CCSc1nnc(-c2cc3c(s2)-c2ccccc2CC3)o1	24	8	-9	-11	-9	-40	19	17
51	CCN(C(=O)CSc1nnc(-c2cccs2)n1N)c1c(N)n(Cc2ccccc2)c(=O)[nH]c1=O	14	4	-11	-10	7	-6	10	-16

# Carrying on:
No.	Structure	UBC13 inh	CCR6 antagonist	Gli-Sufu block	SENP8 inh	697 NFkB inh	Jurkat NFkB inh	Apaf-1 inh	EBI2 block
57	COc1cc(C)c(C(C)C)cc1S(=O)(=O)n1ccnc1	-3	2	-1	-1	4	-11	-4	-8
58	Cc1cc(C(=O)OCC(=O)N(C)c2ccccc2)ccc1[N+](=O)[O-]	-8	2	-1	-5	14	-11	3	6
59	CC(=O)c1cc2c(cc1NC(=O)CCn1cnnn1)OCO2	0	6	13	0	9	10	-4	-8
60	COc1ccc(Cl)cc1NC(=O)N1CCN(C2CCCCC2)CC1	12	4	-2	7	25	7	-8	-7
61	CC1=C(C(=O)OCc2ccccc2)C(c2ccccc2Cl)NC(=O)N1CCCCCC(=O)O (centres undefined)	-7	-5	9	-3	13	10	-1	9
62	CC1CCC(NC(=O)C2CCC(CNS(=O)(=O)c3cccc4cccnc34)CC2)CC1 (centres undefined)	-6	13	-2	6	-3	16	13	6
63	O=[N+]([O-])c1ccc(-c2n(-c3ccccn3)c3ccccc3[n+]2-c2ccccn2)cc1	-9	9	-4	-8	-4	3	-13	3

# These rows are one share of the data; count on the stated rates, not on these rows.
